# TrxR1 substrate: substrates of rat thioredoxin reductase 1 | Potency, µM (doses to about 114 µM), without a hit: at the top dose activity change, negative = substrate turnover | 390,000 compounds, 0.01% hits | purified TrxR1 substrate turnover, NADPH consumption readout | O89049; further: potency means the concentration at half of the fitted maximal effect; on the % scale 0 is the no-effect control and ±100 the full control effect; nearly all actives have a fitted effect of over 50% in size
#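 Rat TrxR1, dispensed at 90 nM, was prereduced with 400 uM NADPH (final) for 5 min at ~22 deg C, then incubated with compound 15 min before 400 uM selenite. A first-read NADPH fluorescence drop versus no-compound background flagged substrates.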
# rTrxR1 inhibitor: blocks rat thioredoxin reductase 1; O89049; recombinant rTrxR1, NADPH fluorescence consumption, selenite substrate; Potency, µM (titrated, usually from 114 µM), inactives show at the highest dose activity change, negative = inhibition, usual class: inhibitors; 390,000 compounds, 1% hits; AID 588453; further: potency means the concentration at half of the fitted maximal effect; on the % scale 0 is the no-effect control and ±100 the full control effect; nearly all actives have a fitted effect of over 65% in size
#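 Rat TrxR1 (90 nM in the dispensed reagent) was pre-reduced with 400 uM NADPH for 5 min at room temperature, then incubated with compound for 15 min. After 400 uM selenite was added, NADPH fluorescence (Ex 340/Em 450 nm) was followed for 8 min.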
# GLS inhibitor: glutaminase GLS (human) inhibition. O94925. GLS enzymatic activity, qHTS titration. Potency, µM (highest dose often 45.5 µM), for the others: at the highest dose activity change, negative = inhibition, hits mostly inhibitors. 410,000 compounds, 0.21% hits; further: potency means the concentration at half of the fitted maximal effect; on the % scale 0 is the no-effect control and ±100 the full control effect
#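 Two-point fluorescence kinetic (t0, 30 min RT) for hKGA; glutamate detected via glutamate oxidase–HRP–Amplex Red. Substrate: 1 mM L-glutamine solution; buffer 45 mM KH2PO4, pH 8.2.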
# IDH1 R132H inh: human IDH1 R132H inhibition. IDH1-R132H enzyme, NADPH consumption, diaphorase/resazurin fluorescence. Potency, µM (doses to about 76.6 µM), inactives show at the top dose activity change, negative = inhibition, most hits filed as inhibitors. 390,000 compounds, 0.093% hits. AID 602179; further: potency means the concentration at half of the fitted maximal effect; on the % scale 0 is the no-effect control and ±100 the full control effect; nearly all actives have a fitted effect of over 65% in size
#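 IDH1-R132H (0.5 ug/mL dispensed) in pH 7.5 Tris buffer was preincubated 30 min with compound, then given a substrate mix of 0.016 mM NADPH and 2 mM alpha-KG for 80 min at room temperature; remaining NADPH was read by diaphorase/resazurin fluorescence.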
# HP1b chromo inh: inhibitors of HP1-beta chromodomain binding to methylated histone tails; P83916; AlphaScreen HP1-beta / biotin-H3K9me3 peptide binding; Potency, µM (top dose mostly 114 µM), for the others: top-dose activity change, negative = inhibition, hits mostly inhibitors; 390,000 compounds, 0.56% hits; AID 540317; further: potency means the concentration at half of the fitted maximal effect; nearly all actives have a fitted effect of over 70% in size; inactives centre near 23
# Target sequence (P83916 whole entry, looked up): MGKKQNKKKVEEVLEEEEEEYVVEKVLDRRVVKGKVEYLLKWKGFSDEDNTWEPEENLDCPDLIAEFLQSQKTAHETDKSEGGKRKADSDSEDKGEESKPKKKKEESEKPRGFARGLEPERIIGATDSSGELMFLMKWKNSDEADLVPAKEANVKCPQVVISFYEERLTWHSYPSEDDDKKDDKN
#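 AlphaScreen: HP1-beta (50 nM) preformed 30 min with biotin-H3(1-18)K9me3 peptide (50 nM) in PBS pH 7.4, 0.01% Tween-20. Compound added for 30 min at RT, then streptavidin donor/nickel chelate acceptor beads (10 ug/mL) for 30 min.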
# Tb PGK inh: inhibitors of T. brucei phosphoglycerate kinase; PGK/GAPDH coupled, Kinase-Glo luminescence, 60 min; P07378; 380,000 compounds, 0.043% hits; Potency, µM (doses to about 57.5 µM), without a hit: at the highest dose activity change, negative = inhibition, usual class: inhibitors; further: potency means the concentration at half of the fitted maximal effect; on the % scale 0 is the no-effect control and ±100 the full control effect; nearly all actives have a fitted effect of over 60% in size
#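 Recombinant glycosomal PGK reaction used 1,3-bisphosphoglycerate generated in-well by GAPDH (100nM final) in 100mM TEA pH 7.6, 5mM MgCl2, 0.01% Tween-20. After 60 minutes at room temperature, ATP was read by Kinase-Glo Plus luminescence end-point.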
# Pin1 inhibitor: blocks the human prolyl isomerase Pin1; AID 504891; Pin1 FP peptide displacement, HiFluor488, 10 min; Q13526; Potency, µM (series often up to 115 µM), for the others: at the highest dose activity, negative = inhibition, actives largely listed as inhibitors; 390,000 compounds, 0.009% hits; active means well fitted inhibition curve with a large enough effect in the polarisation, with a control signal flat, not every such curve was filed as active; inconclusive means small, poorly fitted or top-dose-only effect, or effect the other way, or a change in a side signal; inactive means no such curve, though single readings can be large or run the other way; the % refers to the polarisation; further: potency means the concentration at half of the fitted maximal effect; on the % scale 0 is the no-effect control and ±100 the full control effect
# PI4K2A inh: blocks human PI4K2A kinase activity; purified PI4K2A, ADP-Glo luminescence, 1 h; stronger effect = lower value; activity change, negative = inhibition, % at 76.9 µM; 420,000 compounds, 0.13% hits; AID 1346378; in the data active means activity change below about -50%; inconclusive means mostly about -30% to -49%;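 further: -100% = wells without enzyme as full effect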
#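 Compounds are screened against recombinant PI4K2A using PI as substrate and ATP, the latter dispensed at 300 microM. Reactions run one hour at ambient temperature before ADP-Glo detection; full inhibition defined by wells lacking enzyme.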
# USP1 inh: USP1/UAF1 (human) deubiquitinase inhibition; Potency, µM (doses to about 57.1 µM), for the others: top-dose activity change, negative = inhibition, most hits filed as inhibitors; 390,000 compounds, 0.23% hits; O94782; AID 743255; recombinant USP1/UAF1, Ub-Rhodamine cleavage fluorescence; further: potency means the concentration at half of the fitted maximal effect; on the % scale 0 is the no-effect control and ±100 the full control effect; nearly all actives have a fitted effect of over 60% in size; inactives centre near -12
# Target sequence (O94782 whole entry, looked up): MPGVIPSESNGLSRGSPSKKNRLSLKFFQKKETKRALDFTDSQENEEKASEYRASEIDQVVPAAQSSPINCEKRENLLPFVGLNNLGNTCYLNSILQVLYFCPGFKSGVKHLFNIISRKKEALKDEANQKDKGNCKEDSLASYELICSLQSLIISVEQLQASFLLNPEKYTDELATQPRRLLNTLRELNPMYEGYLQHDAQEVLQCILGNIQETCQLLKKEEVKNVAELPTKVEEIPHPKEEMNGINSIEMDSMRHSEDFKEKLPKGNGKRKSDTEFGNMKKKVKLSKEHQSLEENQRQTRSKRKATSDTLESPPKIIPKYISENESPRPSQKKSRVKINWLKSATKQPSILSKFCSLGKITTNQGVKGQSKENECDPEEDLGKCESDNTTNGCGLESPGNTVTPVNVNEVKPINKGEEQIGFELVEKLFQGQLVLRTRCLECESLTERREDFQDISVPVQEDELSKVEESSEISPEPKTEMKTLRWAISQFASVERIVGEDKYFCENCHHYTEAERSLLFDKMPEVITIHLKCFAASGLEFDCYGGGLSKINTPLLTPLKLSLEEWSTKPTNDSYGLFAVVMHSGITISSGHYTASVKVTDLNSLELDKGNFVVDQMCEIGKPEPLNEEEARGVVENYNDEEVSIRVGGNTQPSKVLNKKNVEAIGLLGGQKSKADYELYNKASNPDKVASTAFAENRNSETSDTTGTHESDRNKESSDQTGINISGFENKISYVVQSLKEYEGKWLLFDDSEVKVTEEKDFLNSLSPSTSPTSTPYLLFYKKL
#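 USP1/UAF1 complex at 1 nM was preincubated with compound for 15 min at room temperature, then Ub-Rho substrate (150nM final) was added. Fluorescence (480/540 nm) was read kinetically, 6 reads every 60 seconds.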
# The depositor's hits bear a star; i = inactive; ? = inconclusive; . = no result given; & = joins results of further samples; [ ] = remark or other dose. Unless noted, the call rests on the fitted dose curve; in most records, active means well fitted curve in the direction sought with a large enough effect; inconclusive means small, poorly fitted or top-dose-only effect, or another doubt; inactive means no such curve, though single readings can be large; an effect the other way counts as inactive or inconclusive. Not all compounds are listed, so the mix of outcomes need not match the whole.
# Second line of a record: TrxR1 substrate	rTrxR1 inhibitor	GLS inhibitor	IDH1 R132H inh	HP1b chromo inh	Tb PGK inh	Pin1 inhibitor	PI4K2A inh	USP1 inh
COCCCn1c(=N)c(C(=O)NCc2ccco2)cc2c(=O)n3ccccc3nc21
 : 90%[activator]	32%	-11%	24%	26%	6%	-5%	1	-12%
Cc1ccc2oc(=O)n(CC(=O)OC(C)C)c2c1
 : -6%	-4%	2%	7%	32%	i	-6%	7	-14%
COCCNC(=S)N/N=C(\C)c1ccccc1F
 : -4%[57.1 µM]	6%[57.1 µM]	2%	4%	?	-3%	1%	-3	4%
CCCCn1c(=O)c2c(O)cc(=O)oc2c2ccccc21
 : -13%	-3%	9%	-3%	15%	i	15%	-6	-16%
CCc1cccc(NS(=O)(=O)c2ccc3c(c2)CCC(=O)N3)c1
 : -1%	-1%	-4%	-12%	27%	3%	-4%	1	1%
O=C(NCc1cccc(C(F)(F)F)c1)c1ccc2c(c1)OCO2
 : -2%	16%	21%	-8%	47%[activator]	-1%	-6%	1	-24%
O=C(NCc1ccccc1)NC1(C(=O)N2CCN(c3ccccc3)CC2)CCCCC1
 : -2%	-4%	25%	2%	-1%	-1%	-8%	-2	-22%
CCC(=O)N1CCc2cc(S(=O)(=O)CCC(=O)Nc3ccc(OC(F)(F)F)cc3)ccc21
 : -8%	14%	2%	-10%	29%	3%	3%	2	-25%
CCCCNC(=O)CSc1c2c(nc3ccc(Cl)cc13)CCCC2
 : 2%	8%	0%	3%	19%	-7%	0%	1	-6%
Cc1cc2cc(CNC(=O)C3CC3)ccc2n1C
 : 12%	90%[activator]	25%	1%	-5%	0%	-2%	-1	-5%
COc1cc(OC)c(NC(c2nnc(-c3ccccc3)o2)c2ccc(F)cc2Cl)cc1Cl (centres undefined)
 : 3%	13%	6%	3%	-16%	-7%	2%	1	?
CC(C)C(OC(=O)c1cccs1)C(=O)NCc1cccs1 (centres undefined)
 : -1%[57.1 µM]	7%[57.1 µM]	-4%	-3%	27%	-1%	-2%	2	-7%
CCN(CC)S(=O)(=O)c1cccc(NC2=NCC(C)S2)c1 (centres undefined)
 : 0%	2%	0%	1%	32%	-5%	4%	0	-4%
O=C(CSc1nnc(-c2cccnc2)n1Cc1ccco1)c1ccc(Br)cc1
 : -3%	?	.	0%	28%	4%	4%	0	-6%
COc1ccc(-n2nc(C(=O)N3CCN(c4ccc(F)cc4)CC3)c3ccccc3c2=O)c(OC)c1
 : -1%[57.1 µM]	-2%[57.1 µM]	8%	-1%	13%	-3%	?	1	-9%
O=C(Nc1nc2ccc(F)cc2s1)C1CC(=O)N(c2ccc3c(c2)OCCO3)C1 (centres undefined)
 : 0%	9%	-1%	2%	12%	1%	6%	-2	-23%
CCN(CC)CCNC(=O)Cc1nn(CC)c(=O)c2ccccc12
 : 1%	6%	0%	5%	12%	i	0%	-1	-13%
COC(=O)C[C@@H]1C[C@@H]2c3cc(NC(=O)Cc4ccncc4)ccc3O[C@@H]2[C@@H](CO)O1
 : .	.	-4%	-2%	.	i	.	-5	-20%
COc1cc(OC)c(NC(=O)COCc2cc(-c3cccs3)on2)cc1Cl
 : -6%	4%	-11%	-23%	10%	-1%	2%	-2	-12%
CCN(CC)S(=O)(=O)c1ccc(C(=O)NCC2(N3CCOCC3)CCCCC2)cc1
 : 4%	30%	9%	8%	5%	-4%	0%	-8	-5%
COc1cccc(/C=N/NC(=O)C(=O)N/N=C/c2cccc(OC)c2O)c1O
 : 5%[57.1 µM]	23%[57.1 µM]	4%	4%	37%	-1%	37%[activator]	-4	-21%
COc1cccc(OC)c1C(=O)NCCc1ccccc1
 : 4%	29%	-2%	0%	41%[activator]	-5%	-7%	3	-15%
Cc1ccc2c(CC(=O)NC3CCS(=O)(=O)C3)coc2c1C (centres undefined)
 : 5%	22%	1%	7%	52%[activator]	-8%	-1%	2	-15%
Cn1nnnc1SCc1nc2ccccc2[nH]1
 : 11%[57.1 µM]	13%[57.1 µM]	18%	0%	25%	5%	-2%	5	-3%
O=C(NNS(=O)(=O)c1ccc(F)cc1F)c1csc(-c2cccnc2)n1
 : -4%	12%	14%	8%	12%	i	3%	-8	-7%
CCOC(=O)N1CCN(S(=O)(=O)c2ccc(C(=O)Nc3nnc(C4CC4)o3)cc2)CC1
 : -22%[57.1 µM]	3%[57.1 µM]	-1%	-1%	51%[activator]	-7%	-5%	-6	-12%
CCOC(=O)c1c(C)[nH]c(C)c1S(=O)(=O)N(C)CC(=O)NCc1cccc(Br)c1
 : -9%	-10%	-2%&-3%	2%&-6%	16%&12%	0%&10%	-4%&-1%	5&-1	-27%&10%
CCN(CC(=O)NCc1cccs1)C(=O)c1cccc(S(=O)(=O)N2CC(C)OC(C)C2)c1 (centres undefined)
 : -5%	4%	-1%	-11%	23%	-4%	0%	-10	-16%
COc1ccc(NC(=O)CSCC(=O)N2CCCc3ccccc32)cc1
 : -5%	6%	18%	9%	7%	-3%	0%	-7	-10%
COc1ccccc1Oc1ccnc2cc(Cl)ccc12
 : 0%	-3%	-7%	22%	69%[activator]	-2%	-8%	4	-11%
Cc1ccc(C(C)C)c(OCC(=O)NNC(=O)Cc2ccc(S(=O)(=O)N3CCOCC3)s2)c1
 : 13%[57.1 µM]	-2%[2.29 µM]	11%	0%	14%[57 µM]	6%	31%[activator]	-4	?
Cc1ccc(NC(=O)CCCc2nc3ccccc3s2)c(O)c1
 : -7%	6%	20%	-1%	28%	-8%	0%	3	-14%
CC(C)OC(=O)CSc1nnc(-c2cnccn2)n1-c1ccccc1
 : 4%	1%	-5%	2%	56%[activator]	-4%	0%	0	-16%
Cc1ccc(C)c(N(C)C(=O)CCS(=O)(=O)c2cccc3nonc23)c1
 : 1%	?	0%	6%	2%	-2%	0%	5	0%
Cc1ccc(S(=O)(=O)c2cn(Cc3ccccc3)c3cc(N4CCCC4)c(F)cc3c2=O)cc1C
 : 66%[activator]	21%	0%	-5%	35%	-4%	5%	-2	?
CCCn1ncc(CN2CCC(N3CCC(C(=O)N4CCOCC4)CC3)CC2)c1C
 : 6%[57.1 µM]	-6%[57.1 µM]	2%	-1%	10%	1%	6%	4	-23%
O=C(O)CSC1CC(=O)N(c2ccc(F)cc2)C1=O (centres undefined)
 : .	.	-5%	-12%	.	i	.	3	-19%
O=C(NCC(O)CN1CCOCC1)c1ccc([N+](=O)[O-])cc1 (centres undefined)
 : 3%	19%	-2%	-7%	54%[activator]	-3%	5%	-1	-21%
COC(OC)c1ccnc(-c2ccc(OC(=O)c3cccs3)cc2)n1
 : -2%	8%	1%	-2%	88%[activator]	0%	7%	-3	-12%
C=CCOc1ccc(CNn2cn[nH]c2=S)cc1
 : 12%	-13%	9%	3%	25%	.	3%	-4	-21%
COc1ccc(NC(=O)c2cc(OC)c(OC)c(OC)c2)cc1S(=O)(=O)N1CCCCC1
 : 5%[57.1 µM]	17%[57.1 µM]	-12%	1%	0%	8%	3%	4	-15%
COc1ccc(CCNC(=O)c2cc(=O)c3cc(C)ccc3o2)cc1
 : 7%[0.457 µM]	8%	-13%	5%	-19%	i	5%	-12	-4%
CCn1c(=S)[nH]c2cc(Cl)ccc21
 : 0%	11%	15%	9%	47%[activator]	-1%	-3%	-1	-12%
Cc1cc(NC(=O)COC(=O)C2CC(=O)N(c3ccc(Br)cc3)C2)no1 (centres undefined)
 : 2%	22%	0%	0%	28%	-2%	-5%	-1	-23%
O=C(NCCNC(=O)c1ccccn1)c1ccc(Cl)cc1
 : 8%[57.1 µM]	24%[0.0914 µM]	-19%	6%	35%	-5%	-4%	-4	-20%
Cc1ccc(C(=O)Nc2cccc(NC(=O)c3ccc(C)c([N+](=O)[O-])c3)n2)cc1[N+](=O)[O-]
 : 10%[57.1 µM]	8%[57.1 µM]	2%	-3%	-10%	-4%	101%[activator]	6	-21%
CCN(CC)C(=O)[C@H]1C[C@H](CC(=O)NCCC2=CCCCC2)C(=O)N2CCc3c([nH]c4cc(CCC(=O)N(C)C)ccc34)[C@]12C
 : 6%	20%	10%	2%[38.3 µM]	8%	-7%	-4%	1	-20%
CN(Cc1ccccc1)C1CCCN(C(=O)c2ccc(Cl)s2)C1 (centres undefined)
 : 7%	-21%	0%	2%	10%	-1%	-3%	-2	-2%
CCOc1ccc2nc(SCC(=O)NCc3ccccc3)[nH]c2c1
 : 9%[57.1 µM]	9%[57.1 µM]	-14%	4%	24%	5%	-2%	0	-17%
CCN(CC)CCCn1c2c(c(SCC(=O)Nc3ccc4c(c3)OCO4)nc1=O)CCC2
 : 0%	-5%	-1%	10%	25%	-5%	-5%	-5	-15%
CCOc1ccc(CN2CCN(Cc3cccn3-c3cccnc3)CC2CCO)cc1 (centres undefined)
 : 7%	-22%	13%	-6%	14%	4%	1%	1	-20%
Cc1nn(C)c(C)c1/C=C/C(=O)c1cccs1
 : -9%	0%[57.1 µM]	-6%	6%	21%	i	?	2	-6%
COc1ccccc1CNC(=O)CCS(=O)(=O)c1cccs1
 : -3%	?	1%	-5%	29%	-12%	8%	2	-5%
COc1ccccc1N1CC=C(c2cccc([N+](=O)[O-])c2)NC1=O
 : 1%	-5%	6%	10%	35%	-2%	-2%	6	-11%
